Screening data as filed in PubChem BioAssay.
697 NFkB inh = inhibitors of the PMA/ionomycin-induced NF-kB reporter in 697 B cells; AID 435022; 697 B-cell NF-kB luciferase reporter, 16 h; inhibition, % at 4 µM; 330,000 tested, 0.33% active; in the data active means inhibition above about 35%
XBP1 UPR activ = adaptive UPR (XBP1) activation; AID 463104; CHO-XBP1 luciferase reporter, IRE1-XBP1 UPR activation, luminescence; percent of tunicamycin response, DMSO as zero; activation, % at 20 µM; 330,000 tested, 0.33% active;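 active means versus positive control, 20 µM dose yields 30% or more activation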;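 further: 100% = tunicamycin at 10 µg/mL and 0% = DMSO only wells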
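Material: CHO-XBP1 cells stably carrying IRE1-XBP1-driven luciferase reporter / Amount: 1000 cells per well / Compound: 20 µM, 1% DMSO / Times: 6 h treatment, 37 °C / Detection: luciferase luminescence / Measure: % activation of reporter signal versus tunicamycin and DMSO controls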
EBI2 antag = antagonists of human EBI2 receptor | AID 651636 | inhibition, % at 5 µM | 360,000 tested, 0.81% active | EBI2 beta-arrestin recruitment, luminescence, 7a,25-OHC stimulated; in the data active means inhibition above about 38%;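 further: enzyme fragment complementation signal reports receptor beta-arrestin coupling in cells; 0% = agonist plus DMSO wells and 100% = wells without agonist; some results beyond the cut were filed as inactive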
Target sequence (P32249 whole entry, looked up, the tested form may be a part): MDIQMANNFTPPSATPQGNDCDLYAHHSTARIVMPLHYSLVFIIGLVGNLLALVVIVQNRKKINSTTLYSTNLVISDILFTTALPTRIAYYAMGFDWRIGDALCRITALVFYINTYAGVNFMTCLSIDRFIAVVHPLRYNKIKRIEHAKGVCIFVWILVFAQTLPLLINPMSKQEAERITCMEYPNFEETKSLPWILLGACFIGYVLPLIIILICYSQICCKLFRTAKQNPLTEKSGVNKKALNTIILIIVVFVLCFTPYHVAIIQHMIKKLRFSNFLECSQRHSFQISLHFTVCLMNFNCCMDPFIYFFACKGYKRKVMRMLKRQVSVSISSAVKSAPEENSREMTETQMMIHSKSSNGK
Jurkat NFkB inh = inhibitors of the PMA/ionomycin-induced NF-kB reporter in Jurkat cells | PMA/ionomycin-induced NF-kB luciferase reporter, luminescence | inhibition, % at 4 µM | 330,000 tested, 0.53% active; in the data active means inhibition above about 50%
Gli-Sufu block = blocks Gli-Sufu signaling in a luciferase reporter | Sufu-KO-LIGHT fibroblasts, Gli luciferase reporter luminescence | inhibition, % at 5 µM | 340,000 tested, 0.74% active | AID 588413;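 active means inhibition above about 55%, limit read from the data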;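 further: 0% = DMSO-treated cells and 100% = wells with medium but no cells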
CHOP UPR activ = apoptotic UPR (CHOP) activation | CHO-CHOP luciferase reporter, luminescence; percent of tunicamycin response over DMSO baseline | activation, % at 10 µM | 330,000 tested, 0.34% active | AID 449763;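 active means at 10 µM dose, activation of 40% or more, normalized to positive control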;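 further: 100% = tunicamycin at 10 µg/mL and 0% = DMSO alone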
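measured by = luciferase luminescence | assay system = CHO-CHOP cells, stable luciferase reporter of PERK-eIF2a-CHOP signalling | amount = 500 reporter cells seeded per well | timing = 6 h compound exposure at 37 °C after overnight seeding | controls = positive tunicamycin 10 µg/mL, negative DMSO alone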
Mdm2-MdmX inh = human Mdm2/MdmX binding inhibition | O15151+Q00987 | SaOS-2 split-luciferase Mdm2/MdmX complementation, luminescence | inhibition, % at 8 µM | 330,000 tested, 3% active | AID 485346;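 active means inhibition of at least 50% at 8 µM in the primary screen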
CCR6 antagonist = blocks CCL20-driven beta-arrestin recruitment at human CCR6 | P51684 | CHO-K1 CCR6 PathHunter beta-arrestin, luminescence, CCL20-stimulated | inhibition, % at 20 µM | 340,000 tested, 0.49% active;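 active means compounds whose inhibition of the agonist-driven luminescence signal at 20 µM reaches about 50%, limit read from the data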;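 further: cells stimulated with CCL20 at 14 nM final; plate controls were DMSO with CCL20 for no effect and DMSO without agonist for full effect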
Target sequence (P51684 whole entry, looked up): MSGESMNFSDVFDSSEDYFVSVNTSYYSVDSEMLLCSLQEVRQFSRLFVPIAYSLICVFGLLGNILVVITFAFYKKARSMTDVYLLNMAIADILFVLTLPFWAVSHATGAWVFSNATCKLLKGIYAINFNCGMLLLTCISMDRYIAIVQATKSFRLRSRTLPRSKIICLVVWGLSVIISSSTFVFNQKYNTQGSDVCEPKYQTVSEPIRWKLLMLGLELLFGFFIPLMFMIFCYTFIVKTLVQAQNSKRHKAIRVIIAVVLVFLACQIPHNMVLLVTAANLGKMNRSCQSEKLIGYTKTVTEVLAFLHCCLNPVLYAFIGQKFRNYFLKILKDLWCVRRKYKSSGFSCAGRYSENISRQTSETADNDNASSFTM
CXCR6 block = blocks human CXCR6 beta-arrestin recruitment; O00574; CHO-K1 PathHunter CXCR6 beta-arrestin, luminescence; inhibition, % at 20 µM; 360,000 tested, 0.36% active; AID 602244; in the data active means inhibition above about 34%, passing the limit was not always enough;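 further: antagonist mode with CXCL16 agonist at 10 nM final; 0% = 10 nM CXCL16 with DMSO and 100% = unstimulated wells without agonist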
Target sequence (O00574 whole entry, looked up): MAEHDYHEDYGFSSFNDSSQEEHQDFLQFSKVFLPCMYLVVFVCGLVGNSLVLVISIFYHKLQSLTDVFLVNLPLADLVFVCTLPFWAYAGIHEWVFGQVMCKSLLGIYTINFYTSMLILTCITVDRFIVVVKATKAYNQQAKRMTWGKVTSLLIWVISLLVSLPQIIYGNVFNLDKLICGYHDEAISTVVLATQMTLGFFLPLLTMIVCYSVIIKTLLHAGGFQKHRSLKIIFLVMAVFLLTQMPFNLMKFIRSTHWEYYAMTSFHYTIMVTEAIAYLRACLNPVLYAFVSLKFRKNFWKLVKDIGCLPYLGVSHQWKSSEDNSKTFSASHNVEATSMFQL
An asterisk follows results filed as active; nt = not tested or not shown.

SMILES	697 NFkB inh	XBP1 UPR activ	EBI2 antag	Jurkat NFkB inh	Gli-Sufu block	CHOP UPR activ	Mdm2-MdmX inh	CCR6 antagonist	CXCR6 block
CC1(C(=O)Oc2ccccc2)Cc2ccccc2C(=O)O1 (configuration not stated)	12	-3	-12	-8	4	0.6	12	0	5
O=C(COc1cc2oc(=O)c3c(c2cc1Cl)CCC3)NCC1CCC(C(=O)O)CC1 (configuration not stated)	23	2	-6	-2	-3	-1.2	-3	20	7
CC(=O)Oc1ccc(-c2cccc(C(=O)Oc3ccccc3)c2)cc1	-1	5	3	-7	1	2.8	12	11	-1
CC1CN(C(=S)NC(=O)c2cccc([N+](=O)[O-])c2)CC(C)O1 (configuration not stated)	15	-3	0	8	-1	-1.5	3	8	3
c1ccc(COc2ccc3nocc3c2)cc1	-112	5	-23	-82	-116	4.4	-86	2	-32
Cc1ccc2c(c1)c(C)c(C)n2CC(O)CN1CCOCC1 (configuration not stated)	7	0	4	-1	nt	0.4	-19	7	2
Cc1c(N)ccc(-n2nc3ccccc3n2)c1C	-26	-1	4	-35	-23	3.5	20	6	-10
Cc1ccc(C(=O)OCc2ccc3c(c2)OCO3)cc1S(=O)(=O)N1CCCCC1	10	-2	26	12	-4	-0.9	10	14	2
CC(C)c1ccc(NC(=O)COc2ccc(S(=O)(=O)N3CCOCC3)cc2)cc1	16	0	3	0	3	-1.1	13	6	-5
O=C(NCCN1CCCCC1)Nc1ccc(Br)cc1	-7	-5	-13	-12	31	-0.9	-5	-12	1
CCN(CC)CCN(C)C(=O)CCc1nnc(-c2ccc(C)s2)o1	-3	-2	-5	-20	-1	-2.1	-24	-3	-5
COc1cccc(OCCCN2CCCCC2)c1	3	0	-5	-9	2	1.0	4	-1	5
O=C(O)CC1(CC(=O)Nc2ccc3sccc3c2)CCCCC1	3	0	4	-3	-6	2.0	-1	4	5
O=C(c1ccc(S(=O)(=O)N2CCOCC2)cc1)N1CCCc2ccccc21	21	2	-20	-9	-2	2.3	-13	0	5
CCN(C(=O)CSc1nncn1-c1ccccc1)C1CCS(=O)(=O)C1 (configuration not stated)	11	0	-8	7	-5	-0.4	7	4	10
c1ccc(Oc2ncnc3oc(-c4ccccc4)cc23)cc1	-4	5	50*	-3	-17	3.0	20	-4	2
CC(C)COc1cccc(C(=O)N(CC(=O)Nc2ccccc2C(F)(F)F)Cc2ccco2)c1	4	-3	18	0	8	0.0	-13	8	1
Cc1onc(-c2c(Cl)cccc2Cl)c1C(=O)N1CCOCC1	18	2	5	-6	-9	0.1	12	16	4
NC(=O)CC(NC(=O)c1ccc(Br)cc1)c1ccc(NCCc2ccc(F)cc2)c([N+](=O)[O-])c1 (configuration not stated)	-9	2	-9	4	16	-2.1	43	14	13
CSc1nnc(-c2sccc2OCc2ccc(C)cc2)n1C	-8	3	-7	0	0	-1.4	-10	9	3
CC(NC(=O)c1ccncc1)c1ccc(Cl)cc1Cl (configuration not stated)	2	-3	8	3	8	-0.1	-5	-4	5
O=C(COC(=O)[C@@H]1CCCN1S(=O)(=O)c1ccccc1F)c1ccccc1	6	-2	1	4	-29	1.4	13	9	1
NC(=S)Nc1cccc(O)c1	20	3	-4	-2	4	-1.1	7	7	6
CCc1ccc(N(C(=O)c2snc(C(N)=O)c2N)C(C(=O)NCC2CCCO2)c2ccco2)cc1 (configuration not stated)	18	-1	17	9	7	1.9	9	7	-2
Cc1cccnc1N(C(=O)Nc1cccc(Cl)c1)C1=NCC(C)(C)S1	-26	-2	-23	6	-8	-1.6	13	0	-1
CCN(C(=O)COC(=O)/C=C/c1nc2ccccc2s1)C1CCS(=O)(=O)C1 (configuration not stated)	-39	-3	-13	2	6	0.0	6	-6	-9
Cn1c(SCC(=O)Nc2sccc2C(N)=O)nc2ccccc2c1=O	-18	0	9	3	3	0.9	7	-3	-6
Cc1cc(C)n(C(=O)c2cc(F)c(F)cc2C)n1	1	1	8	18	-7	-2.4	17	6	6
S=c1[nH]nc(CSc2nc3ccccc3s2)n1Cc1ccccc1	-5	1	6	8	9	-1.7	-1	14	6
O=C1COc2ccc(C(=O)COC(=O)CNC(=O)c3ccco3)cc2N1	-5	-1	-10	7	-3	-0.8	13	0	12
N#CC1(NC(=O)COC(=O)c2ccccc2[N+](=O)[O-])CCCCC1	18	3	-1	6	-6	5.8	26	5	-7
COc1nc(OC)nc(N2CCC(C(=O)NCc3ccc(F)cc3)CC2)n1	16	-2	1	-12	3	-0.2	20	0	-3
CCc1c(C)[nH]c2c1C(=O)C(CN1CCOCC1)CC2 (configuration not stated)	16	-3	0	0	-7	1.6	12	11	-16
COc1ccc(S(=O)(=O)CCc2nc3ccccc3s2)cc1	9	0	-1	10	6	-1.5	14	21	-9
O=C(c1ccccn1)N(CC1CCCO1)C1(C(=O)NC2CCCCC2)CCCCC1 (configuration not stated)	-26	2	-3	13	8	-1.5	-11	1	1
COc1ccc(C(C)(C)C)cc1NC(=O)COC(=O)C(C)C	-52	-1	3	-3	4	-2.1	1	9	-5
Cc1ccc(-n2c(N)c(C(=O)N3CCOCC3)sc2=S)cc1	30	-1	2	-6	2	-0.4	5	5	-8
O=C(O)CNC(=O)C1CCCN1C(=O)CNC(=O)OCc1ccccc1 (configuration not stated)	-12	-1	-6	-18	-13	0.7	9	9	-1
Cc1ccc(S(=O)(=O)N2CCOCC2)cc1C(=O)O	20	-2	-6	4	3	1.7	11	-8	-6
COc1cc(C(=O)NNC(=O)NC2CCCCC2)cc(OC)c1OC	0	3	-4	-14	1	-3.0	16	3	1
CCS(=O)(=O)N1CCN(c2ccc(Cl)cc2[N+](=O)[O-])CC1	-9	-4	-4	2	1	-0.4	-10	2	2
COc1ccc2c(c1)c(=O)c(C(=O)c1ccc(F)cc1)cn2CC(=O)Nc1ccc(F)cc1	7	-1	15	14	1	1.6	2	0	6
CC1(C)Cc2c(sc3nc[nH]c(=O)c23)CO1	15	-1	-1	4	3	-0.4	-10	7	-1
O=C(C1CCCO1)N1CCC(c2nc3ccccc3[nH]2)CC1 (configuration not stated)	7	-1	2	-6	9	1.0	6	9	-7
COc1cc(C(=O)Nc2cccc(-c3cn4cccnc4n3)c2)cc(OC)c1OC	29	5	-2	1	2	0.1	21	6	-9
O=C(CNC(=O)c1cc2ccccc2o1)NCc1cccs1	-2	0	1	1	-5	-0.9	17	7	-22
COc1ccccc1/C=C/C(=O)NCC(=O)N/N=C(\CCC(=O)O)c1ccccc1	24	0	-8	1	-5	0.4	-26	16	-2
CCOC(=O)c1sc(NC(=O)/C=C/c2ccc(F)cc2)nc1C	19	-2	-6	-7	-6	-1.8	25	11	3
COc1cc2c(cc1OC)CN(CC(=O)Nc1ccc(S(=O)(=O)N3CCCC3)cc1)CC2	-14	-3	-8	-4	-16	-0.8	12	7	-2
CCCN1C2=NCCCN2c2ccccc21	4	-4	-2	1	9	-1.8	10	4	0

(next part)
SMILES	697 NFkB inh	XBP1 UPR activ	EBI2 antag	Jurkat NFkB inh	Gli-Sufu block	CHOP UPR activ	Mdm2-MdmX inh	CCR6 antagonist	CXCR6 block
C=CCNC(=S)NNC(=O)c1ccccc1OCC	5	-2	-6	12	10	-1.5	16	0	2
O=C(Cc1ccccc1)Nc1ccc(NC(=O)C2CC2)nc1	-10	-3	-2	-8	-13	-0.9	-3	16	4
CC(=O)/C(=N\Nc1ccccc1)Oc1ccc([N+](=O)[O-])cc1	20	1	4	-1	0	0.7	1	29	16
O=C1c2ccccc2S(=O)(=O)N1CC(O)COc1ccc(Cl)cc1 (configuration not stated)	-8	1	15	-6	-27	2.9	-5	9	3
CC(=O)OC(C)(C)/C=C/C(=O)[C@](C)(O)C1[C@H](O)C[C@@]2(C)C3CC=C4C(C=C(O[C@@H]5O[C@H](CO)[C@@H](O)[C@H](O)[C@H]5O)C(=O)C4(C)C)[C@]3(C)C(=O)C[C@]12C (some centres not stated)	14	0	-23	2	-11	8.0	96*	14	-7
Cc1ccccc1NC(=O)CCCn1nc(C)c2c(C)n(-c3ccccc3)nc2c1=O	21	-5	-8	-4	2	-2.3	4	7	1
O=C(O)C1C2C=CC(C2)C1C(=O)NC(c1ccccc1)c1ccccc1 (configuration not stated)	-4	-1	2	-21	-13	-0.4	4	15	7
CCCCc1c(O)nc(SCCN(C)C)n(-c2ccccc2)c1=O	-27	-3	2	-10	-9	0.0	-3	-10	8
O=C(NC1CCCC1)C(c1ccccn1)N(Cc1ccc(F)cc1)C(=O)c1csnn1 (configuration not stated)	19	1	-2	-4	-20	-1.0	-16	8	1
CCNC(=S)N1CC(C)OC(C)C1 (configuration not stated)	-4	0	-14	-3	-2	-2.6	10	-11	5

Filtered by structure: the entries above with bromine (2)
SMILES	697 NFkB inh	XBP1 UPR activ	EBI2 antag	Jurkat NFkB inh	Gli-Sufu block	CHOP UPR activ	Mdm2-MdmX inh	CCR6 antagonist	CXCR6 block
O=C(NCCN1CCCCC1)Nc1ccc(Br)cc1	-7	-5	-13	-12	31	-0.9	-5	-12	1
NC(=O)CC(NC(=O)c1ccc(Br)cc1)c1ccc(NCCc2ccc(F)cc2)c([N+](=O)[O-])c1 (configuration not stated)	-9	2	-9	4	16	-2.1	43	14	13

(cont.)
SMILES	697 NFkB inh	XBP1 UPR activ	EBI2 antag	Jurkat NFkB inh	Gli-Sufu block	CHOP UPR activ	Mdm2-MdmX inh	CCR6 antagonist	CXCR6 block
O=C(CCc1ccccc1)Nc1ccccc1C(F)(F)F	7	0	4	11	-9	1.1	-4	17	2
O=C(NCc1ccccc1)/C(NC(=O)c1ccccc1)=C(/Sc1ccccn1)c1ccccc1	-6	2	-6	7	6	-0.8	3	-12	-1
CC1Cc2cc(/C(O)=C3/C(=O)C(=O)N(CCCn4ccnc4)C3c3ccncc3)ccc2O1 (configuration not stated)	26	-2	7	4	-2	0.1	15	-3	-4
COc1ccccc1C(CNC(=O)c1cccc(NS(=O)(=O)c2ccc(Br)cc2)c1)N(C)C (configuration not stated)	1	-1	8	2	4	3.1	17	2	-4
CC(C)CCN1C(=O)CCC1(C)C(=O)NC1CCCCCCC1 (configuration not stated)	19	-2	1	1	1	-2.2	9	5	1
Clc1ccccc1-c1nc(-c2ccc(Br)o2)no1	-257	-6	-2	-163	-18	3.1	-242	19	-6

Given with values under each structure: entries from further up.
Sequence of screens: 697 NFkB inh	XBP1 UPR activ	EBI2 antag	Jurkat NFkB inh	Gli-Sufu block	CHOP UPR activ	Mdm2-MdmX inh	CCR6 antagonist	CXCR6 block
> O=C(CCc1ccccc1)Nc1ccccc1C(F)(F)F
→ 7	0	4	11	-9	1.1	-4	17	2
> O=C(NCc1ccccc1)/C(NC(=O)c1ccccc1)=C(/Sc1ccccn1)c1ccccc1
→ -6	2	-6	7	6	-0.8	3	-12	-1
> CC1Cc2cc(/C(O)=C3/C(=O)C(=O)N(CCCn4ccnc4)C3c3ccncc3)ccc2O1 (configuration not stated)
→ 26	-2	7	4	-2	0.1	15	-3	-4
> COc1ccccc1C(CNC(=O)c1cccc(NS(=O)(=O)c2ccc(Br)cc2)c1)N(C)C (configuration not stated)
→ 1	-1	8	2	4	3.1	17	2	-4
> CC(C)CCN1C(=O)CCC1(C)C(=O)NC1CCCCCCC1 (configuration not stated)
→ 19	-2	1	1	1	-2.2	9	5	1
> Clc1ccccc1-c1nc(-c2ccc(Br)o2)no1
→ -257	-6	-2	-163	-18	3.1	-242	19	-6
